Compound activity from PubChem BioAssay.
NR2E3 ag-1 – human photoreceptor-specific nuclear receptor agonism. CHO-S Gal4-NCOR/VP16-NR2E3 two-hybrid, luciferase. inhibition of corepressor binding, % at 3.98 µM. actives 0.35% (n = 360,000). AID 602229;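 active = inhibition above the mean of all tested compounds plus 3 SD, cut at about 70% in these data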;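 also: 0% = DMSO with NR2E3 transfected cells and 100% = cells lacking NR2E3 construct; higher means lower luciferase signal from less NR2E3 corepressor binding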
Target sequence (Q9Y5X4 whole entry, looked up, the tested form may be a part): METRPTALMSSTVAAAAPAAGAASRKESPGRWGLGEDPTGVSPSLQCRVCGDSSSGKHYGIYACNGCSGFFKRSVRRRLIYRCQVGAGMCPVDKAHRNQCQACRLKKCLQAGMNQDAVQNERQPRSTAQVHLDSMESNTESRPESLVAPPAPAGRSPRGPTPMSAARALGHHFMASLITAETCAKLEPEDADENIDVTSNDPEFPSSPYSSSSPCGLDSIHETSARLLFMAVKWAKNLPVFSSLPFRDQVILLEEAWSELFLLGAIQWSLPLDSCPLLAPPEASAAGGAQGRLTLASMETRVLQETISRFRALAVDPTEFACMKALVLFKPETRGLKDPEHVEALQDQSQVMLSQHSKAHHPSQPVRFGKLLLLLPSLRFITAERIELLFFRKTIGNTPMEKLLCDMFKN
Peg3 prom inh – reduces Peg3 promoter-driven luciferase expression in HeLa | HeLa PEG-Prom luciferase reporter, luminescence, overnight | inhibition, % at 20 µM | actives 1.7% (n = 360,000);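 active = inhibition of at least 50% at 20 µM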
TRPM1 prom inh – inhibitors of MITF-driven TRPM1 promoter in melanoma cells. SK-MEL-5 TRPM1 promoter luciferase, 24 h. inhibition, % at 12.5 µM. actives 0.83% (n = 330,000);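 active = mean inhibition across replicates of 60% or more, whatever share of single replicates reaches that level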; also: values of inactives mirror those of a sister screen read the other way
HIF-2a inh – HIF-2a inhibition; AID 624352; 786-0 RCC cells HIF-2a reporter, luciferase luminescence, overnight; actives 0.72% (n = 360,000); inhibition, % at 18.8 µM;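 active = inhibition of the luminescence signal of 40% or more relative to plate controls, in a single-dose primary screen at 18.75 µM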
TRAIL sens C8 – caspase-8 TRAIL sensitization | NB7+C8 cells + TRAIL, ATPlite viability luminescence | inhibition (viability loss, TRAIL sensitization), % at 10 µM | actives 1% (n = 360,000) | AID 624354;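 active = compounds causing at least 50% loss of cell viability in the single-dose screen, relative to plate controls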
CF NFkB block – blocks PAF-induced NF-kB reporter in cystic fibrosis cells; KKLEB NF-kB-GFP reporter, GFP fluorescence overnight; inhibition, % at 5 µM; actives 0.86% (n = 360,000); AID 588850;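 active = at least 50% inhibition at 5 µM, scaled per plate between neutral and stimulator controls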;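 also: PAF is a Pseudomonas aeruginosa culture filtrate used as stimulus; plate controls were PAF-stimulated DMSO wells for no effect and unstimulated DMSO wells for full effect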
Shn3 inh set2 – reduces Shn3 3'UTR luciferase signal in osteoblasts. AID 588674. inhibition, % at 12.5 µM. Clone20 osteoblast Shn3 3'UTR firefly luciferase, 24 h. actives 0.52% (n = 360,000);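 active = mean inhibition of at least 75% with every replicate also reaching 75%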;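 also: 0% = median of neutral control wells and 100% = pilot-screen positive control compound; some compounds past the cut are filed as inactive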
KKLEB tox – reduces viability of KKLEB cystic fibrosis airway cells | KKLEB CF airway cells viability, ATPlite luminescence, overnight; active compounds read low; cells stimulated with P. aeruginosa culture filtrate | activity change (cytotoxicity), % at 5 µM | actives 0.36% (n = 360,000) | AID 602141;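 active = corrected activity change at or below -50% at 5 µM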
hiPSC survival – increases survival of single human iPS cells. hiPSC single-cell survival, ATPlite luminescence; 100% = ROCK inhibitor wells, 0% = DMSO. actives 0.044% (n = 360,000). survival enhancement, % at 20 µM; in the data active = survival enhancement above about 18%;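 also: cells exposed to compounds for 16 hours before the ATP read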
EBV LMP1 NFkB – inhibitors of Epstein-Barr LMP1-induced NF-kappaB reporter. LMP1-induced NF-kappaB luciferase reporter cells, luminescence. AID 504558. inhibition, % at 12.5 µM. actives 0.69% (n = 350,000); in the data active = inhibition above about 41%;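 also: 0% = neutral control wells and 100% = reference inhibitor control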
NR2E3 ag-2 – agonists of human nuclear receptor NR2E3; GST-NR2E3/biotin-RetCOR TR-FRET, 1536-well; inhibition of corepressor binding, % at 4.78 µM; actives 0.12% (n = 320,000); AID 2300;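 active = percent inhibition above the cutoff of mean plus 3 SD of all tested compounds, set per screening campaign, cut at about 20% in these data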;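 also: 0% = DMSO wells and 100% = biotin wells as full block of FRET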
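Material: NR2E3–RetCOR corepressor complex | Quantity: 1.35 nM GST-tagged NR2E3 final | Schedule: 5 h at 4 °C | Replication: Singlicate compound wells | Reagent: RetCOR corepressor, biotinylated, 7 nM | Controls: Biotin wells as high control, 0.6% DMSO wells as low control | Signal: TR-FRET, Eu(K)-anti-GST donor, streptavidin-D2 acceptor, ex 340, em 617/671 nm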
* hit, by the source's call; / = no result given. Not all compounds are listed; count on the stated rates, not on these rows.

SMILES	NR2E3 ag-1	Peg3 prom inh	TRPM1 prom inh	HIF-2a inh	TRAIL sens C8	CF NFkB block	Shn3 inh set2	KKLEB tox	hiPSC survival	EBV LMP1 NFkB	NR2E3 ag-2
Cn1c(=O)c2c(nc(SCC(=O)N3CCOCC3)n2C)n(C)c1=O	6	7	-7	8	-2	-8	14	-2	-0.5	-3	0
CC1CCCN(S(=O)(=O)c2ccc(NC(=O)c3cccc(-n4cnnn4)c3)cc2)C1 (stereo unspecified)	-17	31	9	15	4	-23	38	-8	-2.2	-2	1
CCOC(=O)N1CCN(C(=O)C2CC(c3ccccc3OC)=NO2)CC1 (stereo unspecified)	-2	5	-5	-5	-1	-34	19	-2	-0.4	3	-2
CCOc1ccc(NC(=O)CN2C(=O)NC(C)(c3ccc4c(c3)OCCCO4)C2=O)cc1OCC (stereo unspecified)	-21	6	-1	2	-8	-26	5	21	0.4	0	/
CCC(=O)Nc1ccc2c(c1)nc1n2CCN(C2CCCCC2)C1	-3	-4	-2	-13	0	-20	29	5	-0.4	-14	0
CCc1ccc(C(=O)NNC(=O)CC2OC(=O)c3ccccc32)cc1 (stereo unspecified)	-11	-68	-8	-78	-20	2	-23	4	-0.5	5	1
O=[N+]([O-])c1ccc(Cl)c(S(=O)(=O)NC2=NCCC2)c1	21	1	3	13	15	3	-2	6	0.2	0	/
O=C(OCc1cc(=O)n2cc(Br)ccc2n1)c1ccc(Cl)c(S(=O)(=O)NCc2ccccc2)c1	-29	3	1	-4	8	-12	19	-7	-0.3	2	2
CCCCc1ccc(-n2nnnc2SCC(=O)Nc2cc(OC)c([N+](=O)[O-])cc2C)cc1	-8	-133	13	10	9	18	67	-27	3.9	7	1
CN(C(=O)c1cn2ccccc2n1)c1c(N)n(Cc2ccccc2)c(=O)[nH]c1=O	-2	2	-5	6	5	14	-13	12	-0.4	8	1
Cc1cccc(OCC(=O)N(Cc2ccco2)C2CCS(=O)(=O)C2)c1C (stereo unspecified)	-7	8	-3	13	4	-29	-10	16	2.5	-11	2
O=C(c1ccc(=O)n(Cc2ccccc2)n1)N1CCN(C/C=C/c2ccccc2)CC1	1	13	4	15	-12	-1	6	1	-2.2	5	1
COc1cc(CC(=O)N(C)CC(=O)Nc2ccc(Cl)c(C(F)(F)F)c2)cc(OC)c1OC	6	37	9	7	4	-14	4	4	-0.4	7	0
Nc1ccc(N2CCCCC2)c(Cl)c1	-3	0	-2	16	9	4	3	-18	-0.8	0	4
CCOc1ccc2c(c1)OC(c1ccccc1)(C(F)(F)F)NC2=O (stereo unspecified)	-9	4	5	9	-15	8	13	3	-0.6	-2	-2
CCc1cc2c(=O)n(Cc3ccco3)c(SCC(=O)N(C)C3CCS(=O)(=O)C3)nc2s1 (stereo unspecified)	-15	-9	4	-5	-1	-15	26	-8	-0.6	14	2
Cc1ccc(Nc2nc(CSc3nnc(-c4ccccc4C)n3C)cs2)cc1	-41	-219	-65	-172	38	21	-17	-8	-3.4	-8	-2
Cc1cccc(Oc2ncnc3oc(-c4ccccc4)cc23)c1C	-33	0	4	-19	-1	-2	-2	-13	-1.4	1	2
O=C(c1ccccc1Cl)N1CCN(c2ccccn2)CC1	-14	-11	6	6	-14	15	-2	-8	-1.1	13	2
O=C(Cc1ccsc1)Nc1cc(F)ccc1F	-15	-30	4	-10	3	4	16	-8	-0.4	-6	2
CSCCC(NS(=O)(=O)c1ccccc1)C(=O)OCc1cc(=O)oc2cc(O)ccc12 (stereo unspecified)	-20	10	0	1	-11	26	7	15	-0.3	-7	5
Cn1c(CNc2ccc(Cl)cc2)nnc1SCc1ccccc1	-6	17	15	4	7	23	20	-6	-1.1	-8	-2
Cc1ccc(N2C(=O)C(Cl)=C(NCCO)C2=O)c(C)c1	27	12	5	0	-5	-7	8	3	3.7	-2	-1
Nc1nc(-c2ccccc2)c(CCCOc2ccc([N+](=O)[O-])cc2)c(=O)[nH]1	2	7	-5	18	-16	-16	15	-10	-1.1	10	/

Single entries from the results shown.
O=C(Cc1ccsc1)Nc1cc(F)ccc1F in EBV LMP1 NFkB has -6
Cc1ccc(N2C(=O)C(Cl)=C(NCCO)C2=O)c(C)c1 in EBV LMP1 NFkB has -2

Further results
SMILES	NR2E3 ag-1	Peg3 prom inh	TRPM1 prom inh	HIF-2a inh	TRAIL sens C8	CF NFkB block	Shn3 inh set2	KKLEB tox	hiPSC survival	EBV LMP1 NFkB	NR2E3 ag-2
O=C(CSc1nnc(SCc2ccccc2)s1)N/N=C/c1c[nH]c2ccccc12	-14	-4	-9	-7	0	2	5	1	1.7	2	/
COc1ccc(-c2csc(NC(=O)CSCc3c(C)noc3C)n2)cc1OC	4	12	-3	-17	17	-1	17	14	2.2	10	0
COc1ccc(NC(=S)NC(=O)Cc2ccccc2)cc1	-14	-87	-25	-157	1	2	-46	-13	-0.7	-5	4
CCOc1ccc(-n2c(=O)c3c4c(sc3n(CC(=O)NCC3CCCO3)c2=O)CCC4)cc1 (stereo unspecified)	3	16	0	9	-15	-26	-3	6	0.2	-6	-1
COc1ccc(N2CCN(C(CNS(=O)(=O)c3cc(F)ccc3F)c3cccnc3)CC2)cc1 (stereo unspecified)	-9	13	3	15	-11	-4	25	2	-0.8	-2	1
COc1ccc(OC)c(NC(=S)NCc2ccc(S(N)(=O)=O)cc2)c1	1	9	7	3	5	2	3	-6	-0.1	6	2
O=CNc1cc(-c2ccc(C(=O)NC3CC3)cc2)cn2c(-c3ccc(F)cc3)cnc12	38	42	/	-79	7	16	9	-20	-1.6	/	/
Cc1cc(C)n2cc(CSc3nnnn3-c3ccccc3C)nc2n1	-14	3	-8	8	-7	-2	5	2	3.2	8	-2
Nc1cc2c(cc1Br)-c1ccc(F)cc1C2=O	-17	-106	-3	-80	-11	-33	-20	0	1.2	-16	/
Cc1cccc(-n2c(O)c(C=Nc3ccccc3-c3n[nH]c(=S)[nH]c3=O)c3ccccc3c2=O)n1	-29	12	2	4	-20	6	-18	-9	-0.3	1	2
O=C1CCCN1CCCN1C(=O)N[C@@H](Cc2ccccc2)C1=O	-9	7	5	3	-8	9	-11	-31	-0.5	-29	2
Cc1ccnc2nc(C(=O)OCC(=O)NCCc3ccccc3)nn12	-6	26	-1	-3	3	1	-23	-10	0.9	6	-1

Ordered by SMILES length (descending): part of the list above.
SMILES	NR2E3 ag-1	Peg3 prom inh	TRPM1 prom inh	HIF-2a inh	TRAIL sens C8	CF NFkB block	Shn3 inh set2	KKLEB tox	hiPSC survival	EBV LMP1 NFkB	NR2E3 ag-2
CCOc1ccc(-n2c(=O)c3c4c(sc3n(CC(=O)NCC3CCCO3)c2=O)CCC4)cc1 (stereo unspecified)	3	16	0	9	-15	-26	-3	6	0.2	-6	-1
O=C(CSc1nnc(SCc2ccccc2)s1)N/N=C/c1c[nH]c2ccccc12	-14	-4	-9	-7	0	2	5	1	1.7	2	/
COc1ccc(-c2csc(NC(=O)CSCc3c(C)noc3C)n2)cc1OC	4	12	-3	-17	17	-1	17	14	2.2	10	0
Cc1cc(C)n2cc(CSc3nnnn3-c3ccccc3C)nc2n1	-14	3	-8	8	-7	-2	5	2	3.2	8	-2
Nc1cc2c(cc1Br)-c1ccc(F)cc1C2=O	-17	-106	-3	-80	-11	-33	-20	0	1.2	-16	/

Going on with the list.
SMILES	NR2E3 ag-1	Peg3 prom inh	TRPM1 prom inh	HIF-2a inh	TRAIL sens C8	CF NFkB block	Shn3 inh set2	KKLEB tox	hiPSC survival	EBV LMP1 NFkB	NR2E3 ag-2
Cc1cc(NS(=O)(=O)c2ccc(NC(=O)CSc3nnc(-c4ccco4)n3C)cc2)nc(C)n1	9	-3	13	8	2	-6	3	-12	0.2	-5	0
CCc1cc2c(NC3CCCC3)ncnc2s1	51	15	11	18	-18	32	76	0	-0.7	28	0
CCOc1cccc2sc(N(CCCN(C)C)C(=O)c3ccc(S(=O)(=O)N4CCc5ccccc5C4)cc3)nc12	37	39	23	-1	68*	4	-15	0	0.1	3	-2
CCOC(=O)Cc1csc(/N=C/c2c(O)n(-c3ccc(C)c(C)c3)c(=O)c3ccccc23)n1	-13	2	66*	15	32	33	71	-36	-1.8	1	-3
Cc1ccc(S(=O)(=O)N(C)c2ccc(OCC(=O)OCc3nnc(-c4ccccc4)o3)cc2)cc1	2	-5	8	-3	-6	-8	41	6	-0.5	8	/
N#C/C(=C(/O)CN1C(=O)c2ccccc2C1=O)c1nc2ccccc2[nH]1	-11	8	11	22	22	0	-23	-2	1.7	-6	3
CCn1c(SCC(=O)NCCOc2ccccc2)nc2ccccc2c1=O	-35	15	5	13	1	-1	-13	-3	3.4	7	7
CCC1(CC)C(=O)C(C)(C)C(=O)OC1c1cccs1 (stereo unspecified)	-15	16	13	-6	-15	1	11	-1	-2.3	5	4
COc1ccc2oc(=O)cc(-c3cc4cccc(OC)c4o3)c2c1	-1	16	18	6	13	26	23	-8	0.2	6	2
CN(C)c1cccc(C(=O)N(Cc2ccccc2)Cc2ccccc2)c1	-8	10	6	8	-19	-9	-2	-13	-0.4	9	/
CCOC(=O)c1cc(NC(=O)/C=C\C(=O)O)ccc1Cl	0	-1	-8	10	5	-20	-12	0	4.6	13	-1
COc1ccc(CCNC(=O)c2coc3ccccc3c2=O)cc1	-6	-9	16	-2	-7	12	20	-15	-0.1	6	-4
COc1ccc(CCNc2ncnc3nc[nH]c23)cc1OC	3	13	/	-2	-1	14	12	-14	-1.7	8	4
O=C(CSc1ccccn1)Nc1nonc1[N+](=O)[O-]	-44	104*	86*	47*	54*	88*	95*	-15	-0.2	-1	1

Random excerpt: three records from the list
SMILES	NR2E3 ag-1	Peg3 prom inh	TRPM1 prom inh	HIF-2a inh	TRAIL sens C8	CF NFkB block	Shn3 inh set2	KKLEB tox	hiPSC survival	EBV LMP1 NFkB	NR2E3 ag-2
CCOC(=O)c1cc(NC(=O)/C=C\C(=O)O)ccc1Cl	0	-1	-8	10	5	-20	-12	0	4.6	13	-1
CCc1cc2c(NC3CCCC3)ncnc2s1	51	15	11	18	-18	32	76	0	-0.7	28	0
COc1ccc(CCNc2ncnc3nc[nH]c23)cc1OC	3	13	/	-2	-1	14	12	-14	-1.7	8	4
